Compound activity: PubChem, Sanford-Burnham Center for Chemical Genomics
H9c2 TAG inh – inhibitors of triacylglycerol accumulation, primary screen, cell-based, uHTS, fluorescence, H9c2; inhibition, % at 12.5 µM; H9c2 cells, Nile Red lipid (TAG) fluorescence; cells loaded with 200 µM oleic acid; AID 651582, 2012; actives 0.66% (n = 230,000);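 active = pattern-corrected inhibition of lipid staining of at least 50% with the nuclear-stain viability signal not falling by more than 50%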;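 also: 0% = DMSO wells and 100% = triacsin C control wells; some results filed as inactive read as strong as hits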
H9c2 TAG inh DAPI viability – second read-out of H9c2 TAG inh, no call of its own (marks repeat the call); DAPI nuclei signal change (viability), lower = more cytotoxic, %;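 whole-well DAPI fluorescence read on a plate reader as a viability signal; minus 50 percent equals half of cells still viable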
* marks the source's active call; other numbers are inactive results; & = joins results of further samples. This is a subset, so the mix of outcomes need not match the whole.

SMILES | H9c2 TAG inh | H9c2 TAG inh DAPI viability
COC1CC(N)C2OC(c3ccccc3)OCC2O1 (configuration not stated) | 5 | -7
Cn1c(SCC(=O)NCCC2=CCCCC2)nnc1C(F)(F)F | 5 | -1
Cc1ccccc1OCC1Cc2c(nc(N)c(C#N)c2N)O1 (configuration not stated) | -6 | -1
CCOc1ccccc1CNC(=O)Cn1c(=O)oc2ccccc21 | -5 | -6
Clc1nnc(N2CCCCC2)c2ccccc12 | 9 | -3
O=C(Nc1ccccc1C(=O)N1CCN(Cc2ccccc2)CC1)c1ccccc1 | 6 | -8
COCCNC(=S)N/N=C/c1ccc2c(c1)OCCO2 | 8 | 9
CCN(C(=O)CN1CCC(C(=O)OC)CC1)c1c(N)n(Cc2ccccc2)c(=O)[nH]c1=O | 0 | 6
Cc1ccc(C#CC[N+]2(CC#Cc3ccc(C)cc3)CCCCC2)cc1 | 6 | 23
CCOc1ccc(C(=O)C(C)OC(=O)Cn2c(C)csc2=O)cc1 (configuration not stated) | -10 | 8
C/C(CC(C)(C)c1ccccc1)=N\NS(=O)(=O)c1ccccc1 | 12 | -15
COc1ccc(CNC(=O)c2sc(=O)n(Cc3ccc(S(=O)(=O)N(C)C)cc3)c2C)cc1 | -43 | 15
CN(C)C(CNC(=O)C1CCN(S(=O)(=O)c2cc(Cl)ccc2Cl)CC1)Cc1ccccc1 (configuration not stated) | 3 | -6
Cc1ccc(OCC(=O)N/N=C\c2ccc(C)o2)c(C)c1 | -6 | 1
Nc1nnc(-c2cccc(Cl)c2Cl)c(N)n1 | 0 | -4
CC(C)(C)n1nc2c(c1NC(=O)Cc1ccccc1)CS(=O)(=O)C2 | -8 | -3
CCc1c(C2(O)CCCCC2)[nH]c2ccc(C#N)cc12 | -136 | -3
c1ccc(CCCc2nc(-c3cccnc3)no2)cc1 | 2 | -8
CCCCCCN1C[C@H](n2cc(-c3ccc(F)cc3)nn2)[C@@H](O)C[C@@H]1c1ccccc1 | -2 | 7
Cc1cccc(NC(=O)c2ccc(S(=O)(=O)N3CCC(C)CC3)cc2)n1 | -8 | 0
CCCC[N+](CC#Cc1ccccc1)(CCCC)CCCS(=O)(=O)[O-] | -3 | -3
COc1ccc(-c2csc(C(O)c3ccc(F)c(F)c3)n2)cn1 (configuration not stated) | -19 | 4
Fc1ccc(-n2nnc(-c3ccnc4ccccc34)n2)cc1 | 16 | -7
CC1=C(CCN2CCN(C3CCCC3)C(CCO)C2)C(C)(C)CCC1 (configuration not stated) | 3 | 15
CC(C)(C)c1nnc2sc(SCC(=O)N3CCc4ccccc43)nn2c1=O | 7 | 2
COc1cc2c(O)cc(C(=O)O)c(-c3cc(OC)c(OC)c(OC)c3)c2cc1OC | 3 | -2
CC1CCCCN1C(=O)c1cc(S(=O)(=O)N2CCOCC2)ccc1Cl (configuration not stated) | -24 | -5
Cc1noc(C)c1S(=O)(=O)N(C)C[C@H]1Oc2c(NC(=O)NC3CCCCC3)cccc2C(=O)N([C@H](C)CO)C[C@@H]1C | -4 | 6
O=C(c1ccccc1)c1ccc(OCC(=O)N2CCOCC2)cc1 | -6 | -3
COc1cccc(C(=O)C2CCCN(Cc3cccn3-c3ccccn3)C2)c1 (configuration not stated) | 3 | 15
O=C(Nc1nc2cc3c(cc2s1)OCO3)C1CCCCC1 | 11 | 8
Cc1cccc([C@H]2[C@@H]3C=CC[C@@H](C)[C@@H]3C(=O)N2Cc2ccccc2)c1 | -15 | 17
O=C(Nc1ccccc1)N1CCN2C(=O)c3ccccc3C12c1ccccc1 (configuration not stated) | 4 | -4
COc1ccc2cc(-c3cc(C(=O)O)c4ccccc4n3)ccc2c1 | -2 | -18
C[C@H]1CN([C@@H](C)CO)C(=O)CCCn2cc(nn2)CO[C@@H]1CN(C)S(=O)(=O)c1ccc(Oc2ccccc2)cc1 | 10 | 6
c1ccc(CSc2ccc(-c3cccs3)nn2)nc1 | -2 | 7
Cc1cc(OCC(=O)NCC(C)C)cc(C)c1Br | -5 | 12
CN1CCN(C(=O)C2=C[C@@H](c3csc4ccccc34)C[C@@H](OCc3ccc(CO)cc3)O2)CC1 | -15 | 3
COc1cc(C(CCN2CCCC2)c2c(OC)cc(OC)c3ccc(=O)oc23)cc(OC)c1OC (configuration not stated) | 5 | 2
Nc1cc(=O)nc(SCC(=O)NC2CCCCC2)n1-c1ccccc1 | 18 | -7

Arranged by SMILES length (ascending): 23 of the compounds above.
SMILES | H9c2 TAG inh | H9c2 TAG inh DAPI viability
Nc1nnc(-c2cccc(Cl)c2Cl)c(N)n1 | 0 | -4
c1ccc(CSc2ccc(-c3cccs3)nn2)nc1 | -2 | 7
c1ccc(CCCc2nc(-c3cccnc3)no2)cc1 | 2 | -8
O=C(Nc1nc2cc3c(cc2s1)OCO3)C1CCCCC1 | 11 | 8
CCc1c(C2(O)CCCCC2)[nH]c2ccc(C#N)cc12 | -136 | -3
Cc1ccc(OCC(=O)N/N=C\c2ccc(C)o2)c(C)c1 | -6 | 1
O=C(c1ccccc1)c1ccc(OCC(=O)N2CCOCC2)cc1 | -6 | -3
Nc1cc(=O)nc(SCC(=O)NC2CCCCC2)n1-c1ccccc1 | 18 | -7
CCOc1ccc(C(=O)C(C)OC(=O)Cn2c(C)csc2=O)cc1 (configuration not stated) | -10 | 8
C/C(CC(C)(C)c1ccccc1)=N\NS(=O)(=O)c1ccccc1 | 12 | -15
Cc1ccc(C#CC[N+]2(CC#Cc3ccc(C)cc3)CCCCC2)cc1 | 6 | 23
CCCC[N+](CC#Cc1ccccc1)(CCCC)CCCS(=O)(=O)[O-] | -3 | -3
CC(C)(C)n1nc2c(c1NC(=O)Cc1ccccc1)CS(=O)(=O)C2 | -8 | -3
Cc1cccc(NC(=O)c2ccc(S(=O)(=O)N3CCC(C)CC3)cc2)n1 | -8 | 0
COc1cc2c(O)cc(C(=O)O)c(-c3cc(OC)c(OC)c(OC)c3)c2cc1OC | 3 | -2
COc1cc(C(CCN2CCCC2)c2c(OC)cc(OC)c3ccc(=O)oc23)cc(OC)c1OC (configuration not stated) | 5 | 2
CN(C)C(CNC(=O)C1CCN(S(=O)(=O)c2cc(Cl)ccc2Cl)CC1)Cc1ccccc1 (configuration not stated) | 3 | -6
COc1ccc(CNC(=O)c2sc(=O)n(Cc3ccc(S(=O)(=O)N(C)C)cc3)c2C)cc1 | -43 | 15
Cc1cccc([C@H]2[C@@H]3C=CC[C@@H](C)[C@@H]3C(=O)N2Cc2ccccc2)c1 | -15 | 17
CCCCCCN1C[C@H](n2cc(-c3ccc(F)cc3)nn2)[C@@H](O)C[C@@H]1c1ccccc1 | -2 | 7
CN1CCN(C(=O)C2=C[C@@H](c3csc4ccccc34)C[C@@H](OCc3ccc(CO)cc3)O2)CC1 | -15 | 3
C[C@H]1CN([C@@H](C)CO)C(=O)CCCn2cc(nn2)CO[C@@H]1CN(C)S(=O)(=O)c1ccc(Oc2ccccc2)cc1 | 10 | 6
Cc1noc(C)c1S(=O)(=O)N(C)C[C@H]1Oc2c(NC(=O)NC3CCCCC3)cccc2C(=O)N([C@H](C)CO)C[C@@H]1C | -4 | 6

(continued)
SMILES | H9c2 TAG inh | H9c2 TAG inh DAPI viability
CC(=O)OCCN(CCCn1c(-c2ccncc2)nc2ccccc21)c1nc(CN2CCCCC2)cs1 | 16 | -10
CN(Cc1nc(-c2ccncc2)no1)S(=O)(=O)c1ccccc1 | -28 | 11
Cc1ccc(SCc2c(C#N)c3ccccc3n2C)cc1 | -16 | -8
Oc1ccccc1/C=N/NC(=S)NC1CC2C=CC1C2 (configuration not stated) | 0 | -11
O=P(COc1ccccc1)(c1ccccc1)c1ccccc1 | 2 | -2
Cc1ccc(CCNC(=O)C2CCC(=O)N(CC3CCCCC3)C2)cc1 (configuration not stated) | 1 | 4
Cc1ccc(CC(=O)Nc2nccs2)cc1 | -3 | -3
Cn1cnnc1SCC(=O)Nc1cc(S(=O)(=O)N2CCCCC2)ccc1Cl | 10 | -5
Cc1ccsc1/C=N\NC(=O)c1n[nH]c2c1CCC2 | 24 | -26
Cc1c(C(=O)NCC(c2ccco2)N(C)C)oc2c(Cl)cccc12 (configuration not stated) | -9 | 4
O=C(O)C1CCC(=O)N1C1c2ccccc2Oc2ccccc21 (configuration not stated) | 0 | -2
COc1cccc(NC(=O)C2=COCCO2)c1 | 16 | -2
O=C(OCC(=O)N1CCN(c2ccccc2)CC1)c1ccco1 | -18 | 1
O=C(Cc1coc2cc(O)ccc12)NNC(=O)c1ccc(Br)s1 | 2 | 0
Cc1c(NC(=O)Nc2cccc(Cl)c2Cl)c(=O)n(-c2ccccc2)n1C | -5 | -1
COc1cc(NC(=S)NCc2cccnc2)c(OC)cc1Cl | 4 | -5
COCCN(C(=O)Cc1cccs1)C(C(=O)NC1CCCC1)c1cc(OC)c(OC)c(OC)c1 (configuration not stated) | 15 | -17
CN(Cc1cccc(F)c1)C(=O)Cc1ccc(S(=O)(=O)N2CCOCC2)s1 | -12 | 2
CC(C)N(C(=O)CSc1nnc(-c2ccc3c(c2)OCO3)n1C)C(C)C | 4 | 1
COc1ccc2cc([C@H](C)C(=O)OCc3cn(CC(=O)c4ccc(O)cc4)nn3)ccc2c1 | 3 | 6
COc1ccc(OC)c(CN2CCN(C(=O)CCC(=O)c3cccs3)CC2)c1 | -10 | 0
Cc1ccc(S(=O)(=O)CCN2CCC(n3cccc3)CC2)cc1 | -11 | -5
O=C(Nc1ccccc1F)c1ccn[nH]1 | 3 | 3
COCC(=O)n1nc(-c2ccccc2)nc1NCc1cccs1 | -14 | 0
Cc1cc(C)n(-c2nc3ccccc3n3c(C)nnc23)n1 | -9 | -2
COc1ccc(-c2noc(-c3ccoc3C)n2)cc1OC | -5 | -1
O=C(CSc1nccn1-c1ccc(F)cc1)NCc1ccc2c(c1)OCO2 | 5 | -5
CCOC(=O)C1CCN(S(=O)(=O)CCNC(=O)c2cccc(OC)c2)CC1 | 2 | 5
N/C(=N\O)c1cccc(CS(=O)(=O)c2ccccn2)c1 | 7 | -5
CSCc1nc2sc(C(=O)Nc3nc(C)cs3)c(C)c2c(=O)[nH]1 | 10 | -4
OCCC1CN(Cc2ccc3nsnc3c2)CCN1C1CCCC1 (configuration not stated) | 6 | 0
CC(=O)Nc1ccc(S(=O)(=O)NCc2ccc(C(=O)NCc3ccc4c(c3)OCO4)cc2)cc1 | -1 | -4
Cc1cc(Nc2ccccc2)n2nc(C)c(-c3ccccc3)c2n1 | -27 | 11
CCOC(=O)c1c(C)n(C)c2ccc(OCC(O)CN(CC)CC)cc12 (configuration not stated) | 7 | 1
CCC1(c2ccccc2)NC(=O)N(CC(=O)Nc2ccccc2C(=O)NC2CC2)C1=O (configuration not stated) | 14 | -9
CC(=O)Nc1ccc(NC(=O)COC(=O)c2c(-c3ccccc3)noc2C)cc1 | 2 | -5
CCOc1ccc(CN2CCNC(=O)C2CC(=O)NCCCC2CCCC2)cc1 (configuration not stated) | 12 | 3
CCN(CC)c1ncc(C)c(=O)[nH]1 | -1 | -2
COc1ccc(C(=O)C[n+]2cc(-c3ccc(OC)cc3)n3c2CCCC3)cc1 | -19&-26 | 7&3
Cc1cc(N2C(=O)C(=O)/C(=C(/O)c3ccc(F)cc3)C2c2ccc(Cl)cc2)no1 (configuration not stated) | -7 | 6

Reprinted from the results shown for reference:
SMILES | H9c2 TAG inh | H9c2 TAG inh DAPI viability
COc1ccc(-c2noc(-c3ccoc3C)n2)cc1OC | -5 | -1
O=C(CSc1nccn1-c1ccc(F)cc1)NCc1ccc2c(c1)OCO2 | 5 | -5
CCOC(=O)C1CCN(S(=O)(=O)CCNC(=O)c2cccc(OC)c2)CC1 | 2 | 5
N/C(=N\O)c1cccc(CS(=O)(=O)c2ccccn2)c1 | 7 | -5

Next part
SMILES | H9c2 TAG inh | H9c2 TAG inh DAPI viability
Cn1cccc1C(=O)NC(=O)COC(=O)c1ccccc1O | 16 | 4
Cc1nnc(NC(=O)c2ccc(-c3cccc(C(F)(F)F)c3)o2)s1 | -6 | 6
Cc1nc(SCC(=O)N2CC(C)OC(C)C2)nc(C)c1C (configuration not stated) | -6 | -2
COc1ccc(Cl)cc1-c1nc(SCC(=O)NC2CC2)n[nH]1 | 15 | -13
O=C(NCc1ccccc1)c1ccc(C2SCC(=O)N2Cc2ccccc2)cc1 (configuration not stated) | 1 | -5
CCC/C=C(\CCC)C(NC(=O)OCC(C)C)c1ccc(C(=O)OC)cc1 (configuration not stated) | -47 | 6
Cc1ccc2nsnc2c1S(=O)(=O)N1CCN(CCc2ccccc2)CC1 | -4 | -5
Cc1ccnc(NC(=O)CNC(=O)c2ccccc2)c1 | -5 | 8
CCOC(=O)C1=NOC(CNC(=O)c2ccccc2Cl)C1 (configuration not stated) | 1 | 0
CCc1cc(C(=O)Nc2cc(S(=O)(=O)N3CCCCC3)ccc2N2CCN(C)CC2)sc1C | 11 | -6
O=C(NCc1cccnc1)c1ccc(-c2ccc(F)c(F)c2)c2ccoc12 | -12 | -1
O=C(Nc1ccccc1N1CCCC1)C1CCCO1 (configuration not stated) | 0 | -1
